From PubChem BioAssay
TDP1 cell CPT: growth inhibition of DT40 Tdp1-/-;hTDP1 cells with camptothecin (screen for TDP1 inhibitors) | Potency, µM (series often up to 46.2 µM), for the others: top-dose activity change, negative = growth inhibition, hits mostly inhibitors | AID 686979 | actives 12% (n = 420,000) | chicken DT40 Tdp1-/-;hTDP1 cells + 20 nM CPT, ATP luminescence, 48 h; note: nearly all actives have a fitted effect of over 55% in size
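Chicken DT40 Tdp1-/- cells complemented with human TDP1, 400 cells/well, exposed to compounds plus 20 nM camptothecin for at least 48 h at 37 C; viability read as ATP content by CellTiter-Glo luminescence.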
TDP1 inh: inhibitors of human tyrosyl-DNA phosphodiesterase TDP1 | Q9NUW8 | recombinant TDP1, AlphaScreen DNA substrate cleavage | Potency, µM (doses to about 130 µM), without a hit: top-dose activity change, negative = inhibition, most hits filed as inhibitors | actives 0.28% (n = 350,000) | AID 485290; note: nearly all actives have a fitted effect of over 40% in size
Target sequence (Q9NUW8 whole entry, looked up): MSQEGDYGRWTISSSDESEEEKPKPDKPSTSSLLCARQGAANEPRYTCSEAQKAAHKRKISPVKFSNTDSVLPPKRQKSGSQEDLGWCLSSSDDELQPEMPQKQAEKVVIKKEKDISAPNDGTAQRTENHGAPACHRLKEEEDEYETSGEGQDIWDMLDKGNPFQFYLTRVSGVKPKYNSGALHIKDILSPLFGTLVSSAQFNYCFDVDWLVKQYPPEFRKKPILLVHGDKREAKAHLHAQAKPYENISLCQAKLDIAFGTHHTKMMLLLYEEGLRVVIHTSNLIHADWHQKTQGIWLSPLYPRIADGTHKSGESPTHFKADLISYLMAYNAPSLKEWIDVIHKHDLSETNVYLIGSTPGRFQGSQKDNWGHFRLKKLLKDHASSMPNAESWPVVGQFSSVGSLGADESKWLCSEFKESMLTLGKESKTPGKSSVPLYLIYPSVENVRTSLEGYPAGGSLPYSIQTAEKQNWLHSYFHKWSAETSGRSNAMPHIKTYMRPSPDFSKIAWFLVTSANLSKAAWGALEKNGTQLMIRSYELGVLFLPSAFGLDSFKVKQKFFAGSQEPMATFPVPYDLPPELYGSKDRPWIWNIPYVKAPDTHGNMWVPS
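Compounds were preincubated with Tdp1 (1 nM final) for 15 min at room temperature before substrate (15 nM final) started a 5 min reaction; beads (10 ug/ml final) were then added for 10 min before AlphaScreen detection.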
TDP1 cell noCPT: qHTS for Inhibitors of human tyrosyl-DNA phosphodiesterase 1 (TDP1): qHTS in cells in absence of CPT | DT40 Tdp1-/- hTDP1 cells, no CPT, ATP luminescence, 48 h | Potency, µM (highest dose often 46.2 µM), without a hit: at the highest dose activity change, negative = growth inhibition, usual class: inhibitors | actives 15% (n = 420,000) | AID 686978, 2013; note: nearly all actives have a fitted effect of over 55% in size
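A cellular qHTS used chicken DT40 cells lacking endogenous Tdp1 but carrying stably transfected human TDP1. Compounds were applied without camptothecin, and cell growth kinetics were judged by ATP-dependent luminescence after ≥48 hr.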
* marks the source's active call; other numbers are inactive results; ? = inconclusive; . = not tested or not shown; & = joins results of further samples; [ ] = dose if it differs, or a comment. Calls come from the whole dose curve; as a rule, active = well fitted curve in the direction sought with a large enough effect; inconclusive = small, poorly fitted or top-dose-only effect, or another doubt; inactive = no such curve, though single readings can be large; an effect the other way counts as inactive or inconclusive. % is set by controls: 0 for no effect and ±100 for the full control effect; potency is the fitted concentration of half-maximal effect.

SMILES | TDP1 cell CPT | TDP1 inh | TDP1 cell noCPT
CCOCCn1c(C(C)O)nc2ccccc21 (configuration not stated) | -1% | -1% | -4%
COc1ccc(NC(=O)/C=C/c2cccc(C(F)(F)F)c2)cn1 | ? | -3% | ?
COC(=O)CN1C(=O)[C@H]2[C@@H](/C=C/c3ccccc3)N3C(=O)CN(CCO)C(=O)[C@@]3(Cc3ccccc3)[C@H]2C1=O | 1% | . | 1%
CCC(=O)n1nc(-c2ccc(Cl)cc2)nc1NCc1ccccc1 | 15µM* | 3% | 16µM*
COc1cccc(/C=N/NC(=O)C(=O)N/N=C/c2cccc(OC)c2OC)c1OC | 22% | 5% | -12%
CCNC(=O)C1(C)CCCN(C(=O)c2cccnc2Oc2ccccc2)C1 (configuration not stated) | 12% | . | -20%
CCOC(=O)N1CCN(C(=O)CN(C2CCCCC2)S(=O)(=O)c2ccc(F)cc2)CC1 | -2% | 5% | -9%
COc1ccc(-n2c(SCc3cn4c(C)cccc4n3)nc3ccccc3c2=O)cc1OC | ? | 5% | ?
CC(=NNc1nc2ccccc2o1)c1ncccn1 | -115% | . | 13µM*
Fc1cccc(NC(=S)NCc2ccccc2Cl)c1 | ? | -2% | -28%
COc1ccc(CN2CCCC(C(=O)c3cccc(C(F)(F)F)c3)C2)cc1O (configuration not stated) | -4% | 2% | -18%
O=C(C1=C[C@@H](c2ccc(C(F)(F)F)cc2)C[C@@H](OCCCCO)O1)N1CCCCCCC1 | 23µM* | . | ?
O=C1CCC(=O)N1c1ccc(S(=O)(=O)N2CCCC2)cc1 | ? | -2% | 34%[activator]
N#Cc1nc(-c2ccc(COc3ccc(Cl)cc3)o2)oc1N1CCCCC1 | ? | 8% | ?
NNC(=O)c1ccc(CN2CCCCC2)o1 | -18% | 2% | 0%
O=C(/C=C/c1ccc(Cl)c([N+](=O)[O-])c1)Nc1ccc(NC(=O)c2ccco2)cc1 | 1% | -2% | 0%
Cc1nc2ccccc2n1CC(=O)N/N=C\C=C\c1ccccc1 | -16% | -3% | ?
COc1ccc(OCC(O)CN2CCN(c3ccc(OC)cc3)CC2)cc1 (configuration not stated) | -12% | . | -1%
CC(=O)Nc1ccc(CN2CCC2(C)C(=O)NC2CCN(Cc3ccccc3)CC2)cc1 (configuration not stated) | -21% | . | -7%
CC1CCN(C(=O)Cn2nnc(-c3ccc(N)cc3)n2)CC1 | -3% | . | -11%

Next section, overlapping the part above by 4 compounds.
SMILES | TDP1 cell CPT | TDP1 inh | TDP1 cell noCPT
Cc1nc2ccccc2n1CC(=O)N/N=C\C=C\c1ccccc1 | -16% | -3% | ?
COc1ccc(OCC(O)CN2CCN(c3ccc(OC)cc3)CC2)cc1 (configuration not stated) | -12% | . | -1%
CC(=O)Nc1ccc(CN2CCC2(C)C(=O)NC2CCN(Cc3ccccc3)CC2)cc1 (configuration not stated) | -21% | . | -7%
CC1CCN(C(=O)Cn2nnc(-c3ccc(N)cc3)n2)CC1 | -3% | . | -11%
O=C1CSC(c2ccccc2)N1c1cccnc1 (configuration not stated) | 0% | 5% | -16%
O=C(C1CCC1)N1CCN(S(=O)(=O)c2ccc([N+](=O)[O-])cc2)CC1 | -21% | 1% | 4%
CCC(=O)N1CCc2cc(CNS(=O)(=O)c3ccc(Cl)s3)ccc21 | ? | 0% | 16µM*
O=C(Nc1cnc(N2CCN(c3ccccc3)CC2)c(C(=O)O)c1)c1cccs1 | 3% | . | -21%
COc1ccc(-c2c(C#Cc3ccsc3)c3cc(-c4ccc(OC)c(F)c4)ccc3n2C)cc1 | ? | -3% | ?
CC(=O)N1CC=CC1(CC(C)C)C(=O)NCc1cc(F)cc(C(F)(F)F)c1 (configuration not stated) | -10% | 0%&3% | -11%
CCC(C)NCCOCCOc1ccc(Cl)cc1Br (configuration not stated) | ? | ? | ?
CC(C)OC(=O)c1cccnc1N1CCN(c2cccc(Cl)c2)CC1 | ? | -3% | 16µM*
CCOc1ccccc1N(CC(=O)Nc1c(C)n(C)n(-c2ccccc2)c1=O)S(=O)(=O)c1ccccc1 | -8% | 5% | -3%
CC(C)NC(=O)C1CCN(C(=O)c2ccc(-c3ccccc3)cc2)CC1 | -16% | 0% | -26%
O=C(Nn1c(C2CCCCC2)nc2ccccc2c1=O)c1ccc([N+](=O)[O-])cc1Cl | 2% | -3% | -2%
O=C(CN(C(=O)CNS(=O)(=O)c1ccccc1)C1CCCC1)NCC1CCCO1 (configuration not stated) | -1% | 2% | 1%
CCSc1nnc(NC(=O)C2CCN(C(=O)c3ccc(F)cc3)CC2)s1 | -28% | -6% | -5%
COc1cc(NC(=O)c2ccc([N+](=O)[O-])o2)ccc1NC(=O)c1ccco1 | 0.65µM* | -20% | 0.92µM*
COc1ccc(NC(=O)c2cccc3ccccc23)cc1OC | -13% | . | -8%
Cc1cc(C)c(N(CC(=O)NC(C)(C)C)C(=O)CNC(=O)c2cccs2)c(C)c1 | 9% | 1% | -21%
Cc1nnc(NC(=O)CSc2nnc(CCc3nc4ccccc4[nH]3)n2C)s1 | 1% | 4% | -8%
COc1ccc(C2N(C(=O)N(C)C)CCN2S(=O)(=O)c2ccc(OC)cc2)cc1 (configuration not stated) | -23% | 10% | ?
Cn1c(N)c(C(=O)CSc2nc3ccccc3c(=O)n2Cc2ccccc2)c(=O)n(C)c1=O | -27% | -5% | -16%
Cc1ccc(C(c2sc3nc(C)nn3c2O)N2CC(C)OC(C)C2)cc1 (configuration not stated) | -13% | 3% | -7%

Filtered by structure, those above containing a nitro group on carbon (four)
SMILES | TDP1 cell CPT | TDP1 inh | TDP1 cell noCPT
O=C(/C=C/c1ccc(Cl)c([N+](=O)[O-])c1)Nc1ccc(NC(=O)c2ccco2)cc1 | 1% | -2% | 0%
O=C(C1CCC1)N1CCN(S(=O)(=O)c2ccc([N+](=O)[O-])cc2)CC1 | -21% | 1% | 4%
O=C(Nn1c(C2CCCCC2)nc2ccccc2c1=O)c1ccc([N+](=O)[O-])cc1Cl | 2% | -3% | -2%
COc1cc(NC(=O)c2ccc([N+](=O)[O-])o2)ccc1NC(=O)c1ccco1 | 0.65µM* | -20% | 0.92µM*

Continued.
SMILES | TDP1 cell CPT | TDP1 inh | TDP1 cell noCPT
CCOC(=O)c1ccc(NC(=S)Nc2ccccn2)cc1 | ? | 0% | 15µM*
Cc1cc(NC(=O)Nc2cccc(Cl)c2)n(-c2ccccn2)n1 | ? | 0%[0.0935 µM] | 18µM*
CCCC(=O)NCCCc1nc2ccccc2n1CC | ? | -1% | -18%
Cn1ccs/c1=N\S(=O)(=O)c1ccc(F)cc1 | 1% | 9% | 17%
CC(C)C[C@@H](CN=[N+]=[N-])N1CCN(Cc2ccccc2)CCC1=O | ? | . | ?
Cc1oc2cc(O)cc(O)c2c(=O)c1-c1ccc2c(c1)OCCCO2 | ? | 5% | ?
NS(=O)(=O)c1cc(C(=O)N2CCc3ccccc32)c(Cl)cc1Cl | -3% | -2% | 6%
CC(=O)c1ccc(NC(=O)C2=CC(c3ccco3)=NS(=O)(=O)N2C)cc1 | -11% | 4% | -3%
CC(NC(=O)CCc1nnc(-c2ccccc2)o1)c1ccccc1 (configuration not stated) | 1% | -6% | -1%
COc1ccc(-c2nc3n(n2)C(c2ccccc2)C(C(=O)Nc2cccnc2)=C(C)N3)cc1 (configuration not stated) | -27% | 2% | -23%
COc1ccc(N(CC(=O)N2CCN(Cc3ccccc3)CC2)S(=O)(=O)c2ccccc2)cc1 | ? | 4% | ?
Cc1ccnc(SCc2nc3ccccc3s2)n1 | 2% | 1% | -12%
CC(C)c1ccc(/C=C(/C#N)c2nnc(NC(=O)c3ccccc3)s2)cc1 | 22% | 3% | ?
CC1CCCCN1Cc1ccc(N(C)C)cc1 (configuration not stated) | -10% | -1% | -5%
C/C(CC(=O)N1CCCC1)=N\NC(=O)c1cc2ccccc2cc1O | -16% | . | -1%
Cn1c(NCCCN2CCOCC2)nc2c1c(=O)n(Cc1ccc(Cl)cc1)c(=O)n2C | -21% | 3% | -18%
COc1ccc(S(=O)(=O)N(C)CC(=O)Nc2cccc(C(C)=O)c2)cc1 | ? | 7% | -27%
CCOC(=O)[C@@H]1[C@H]2COc3ccccc3[C@@H]2N2C(=O)N(c3cccc(F)c3)C(=O)[C@@]12C | 3% | 1% | -29%
O=C(CNS(=O)(=O)c1ccc(Br)s1)NCc1ccc(F)cc1 | 2% | 2% | -13%
CC1CCN(CCCNC(=O)CCCNC(=O)Cn2cnc3sc4c(c3c2=O)CCCC4)CC1 | -1% | 3% | 0%
CCCCn1c(Nc2ccccc2)nc2ccccc21 | -7% | 5% | -19%
Cc1cc(O)ccc1N=Cc1c(C(F)(F)F)[nH][nH]c1=O | 23µM* | 2% | 10µM*
O=C(Cc1cccc(NC(=O)C2CCN(C(=O)C3CC3)CC2)c1)Nc1cccc(C(=O)N2CCOCC2)c1 | 1% | . | 5%
CSc1ccccc1C(=O)NCCOc1cccc(C)c1 | -24% | 4% | -10%
CCOc1ccc(NC(=O)CNC(=O)c2nn(-c3ccc(OC)cc3)c(=O)c3ccccc23)cc1 | -23% | 6% | 12µM*
Cc1ccc(OCCC(=O)Nc2ccc(F)c(Cl)c2)cc1 | -25% | 0% | 1%
O=C(c1ccc([N+](=O)[O-])cc1)N(C1=NCCCCS1)c1ccccc1 | -22% | 2% | -5%
CCOC(=O)Cc1csc(N/C(=N/S(=O)(=O)c2cc(Br)ccc2OCC)c2ccccc2)n1 | -2% | -1% | -8%
O=C(CCc1nnc(CCc2c[nH]c3ccccc23)o1)NC1CCC1 | ? | 1% | ?
N#Cc1cccc(NC(=O)Cn2cnc(S(=O)(=O)N3CCOCC3)c2)c1 | ? | 1% | ?
O=C1CCC(C(=O)OC(C(=O)c2c[nH]c3ccccc23)c2ccccc2)=NN1 (configuration not stated) | -21% | -1% | 8%
CCOC(=O)n1c(=O)oc2ccccc21 | -8% | 2% | -20%
Cc1cc(=O)n2c3ccccc3n(CC(O)CN3CCC(C)CC3)c2c1C#N (configuration not stated) | 1% | 3% | -44%
COc1ccccc1N1CCN(C(c2cccs2)C(C)NC(=O)C(=O)N2CCOCC2)CC1 (configuration not stated) | -4% | 5% | 16%
COc1cccc(-c2cnc3c(NC=O)cc(-c4ccoc4)cn23)c1 | 13µM* | . | 15µM*
C=CCC1(CC=C)CCCN1C(=O)C1CCC(=O)N(CCc2ccc(OC)cc2)C1 (configuration not stated) | 12µM* | 2% | 10µM*
CCOC(=O)N1CCC(c2nc3ccccc3[nH]2)CC1 | ? | 0% | -22%
FC(F)(F)c1cnc(-c2cnc(-c3cccnc3)nc2)c(Cl)c1 | -40% | 4% | -14%
O=C(Nc1ccc(F)cc1)c1ccc(Cn2nc(N3CCN(c4ccccc4)CC3)ccc2=O)o1 | ? | 8% | ?
CCC1(C)Cc2c(sc3c2c(=O)n(C)c2nnc(SCc4ccccc4)n32)CO1 (configuration not stated) | 18µM* | 0% | ?

Record cards, from the list above:
`C=CCC1(CC=C)CCCN1C(=O)C1CCC(=O)N(CCc2ccc(OC)cc2)C1` (configuration not stated) in the list: TDP1 cell CPT: 12µM*; TDP1 inh: 2%; TDP1 cell noCPT: 10µM*
`COc1cccc(-c2cnc3c(NC=O)cc(-c4ccoc4)cn23)c1` in the list: TDP1 cell CPT: 13µM*; TDP1 inh: .; TDP1 cell noCPT: 15µM*

(list continues)
SMILES | TDP1 cell CPT | TDP1 inh | TDP1 cell noCPT
Cc1ccccc1OCC(=O)Nc1cc(-c2cccc(Br)c2)nn1-c1ccccc1 | ? | 8% | ?
Cn1c(/C(C#N)=C(\O)c2ccc(Cl)s2)nc2ccccc21 | -10% | ? | -26%
O=C(NC1CC2CCC1C2)c1ccco1 (configuration not stated) | 9% | -8% | ?
COc1cccc(-c2nc(SCc3cc(=O)c4ccc(C)c(C)c4[nH]3)n[nH]2)c1 | ? | -3% | 8.2µM*
N#Cc1cccc2c1-c1ccccc1/C2=N/NC(N)=O | ? | . | ?
O=C(c1cccc(Cl)c1)N1CCCC(C(=O)N2CCCCCC2)C1 (configuration not stated) | -6% | 6% | -2%
CCc1nnc(NS(=O)(=O)c2ccc(N/C=C/C(=O)c3ccc(C)cc3)cc2)s1 | 26% | -3% | -20%
O=C(COC(=O)CC(c1ccccc1)c1ccccc1)NCc1ccccc1 | -30% | 2% | -3%
CCc1nnc(NC(=O)CSc2nc3cc(OC)ccc3cc2C)s1 | -28% | 5% | 8.2µM*
CCc1nnc(NS(=O)(=O)c2ccccc2)s1 | -4% | . | 1%
CCCc1cnc(N2CCN(C(=O)c3ccccc3)CC2)nc1 | ? | . | -22%
Cc1cc(N2CCc3ccccc32)n2ncnc2n1 | 2% | . | -23%
CC1(C(=O)NS(=O)(=O)c2cccc(F)c2)CCN1C(=O)CC1CCCCC1 (configuration not stated) | 0% | . | -12%

Compounds as they come; 18% or so of the library scored in one or more.
